AMPAR-TARP mod: modulators of GluA2-stargazin AMPA receptor complexes, primary screen, cell-based, membrane potential dye. Voltage-dependent calcium channel gamma-2 subunit (Mus musculus) + Glutamate receptor 2 …. HEK293 GluA2+stargazin, membrane potential dye (FDSS), glutamate EC50; hits were called plate by plate, in both directions. calls only at 30 µM. 40,000 compounds, 3.5% hits;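 active = any of four per-well response measures lying three or more SD from its plate-wide compound average, in either direction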
Target sequence (O88602 whole entry, looked up): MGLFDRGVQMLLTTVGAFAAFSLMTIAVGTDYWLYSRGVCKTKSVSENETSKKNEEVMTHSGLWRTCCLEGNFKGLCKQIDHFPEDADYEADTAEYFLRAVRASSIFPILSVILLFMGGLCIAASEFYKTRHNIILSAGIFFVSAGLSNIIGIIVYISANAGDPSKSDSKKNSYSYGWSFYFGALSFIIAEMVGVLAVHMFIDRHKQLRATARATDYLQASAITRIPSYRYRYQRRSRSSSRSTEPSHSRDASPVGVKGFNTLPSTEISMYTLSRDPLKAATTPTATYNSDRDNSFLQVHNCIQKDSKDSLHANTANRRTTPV
Target sequence (P19491 whole entry, looked up): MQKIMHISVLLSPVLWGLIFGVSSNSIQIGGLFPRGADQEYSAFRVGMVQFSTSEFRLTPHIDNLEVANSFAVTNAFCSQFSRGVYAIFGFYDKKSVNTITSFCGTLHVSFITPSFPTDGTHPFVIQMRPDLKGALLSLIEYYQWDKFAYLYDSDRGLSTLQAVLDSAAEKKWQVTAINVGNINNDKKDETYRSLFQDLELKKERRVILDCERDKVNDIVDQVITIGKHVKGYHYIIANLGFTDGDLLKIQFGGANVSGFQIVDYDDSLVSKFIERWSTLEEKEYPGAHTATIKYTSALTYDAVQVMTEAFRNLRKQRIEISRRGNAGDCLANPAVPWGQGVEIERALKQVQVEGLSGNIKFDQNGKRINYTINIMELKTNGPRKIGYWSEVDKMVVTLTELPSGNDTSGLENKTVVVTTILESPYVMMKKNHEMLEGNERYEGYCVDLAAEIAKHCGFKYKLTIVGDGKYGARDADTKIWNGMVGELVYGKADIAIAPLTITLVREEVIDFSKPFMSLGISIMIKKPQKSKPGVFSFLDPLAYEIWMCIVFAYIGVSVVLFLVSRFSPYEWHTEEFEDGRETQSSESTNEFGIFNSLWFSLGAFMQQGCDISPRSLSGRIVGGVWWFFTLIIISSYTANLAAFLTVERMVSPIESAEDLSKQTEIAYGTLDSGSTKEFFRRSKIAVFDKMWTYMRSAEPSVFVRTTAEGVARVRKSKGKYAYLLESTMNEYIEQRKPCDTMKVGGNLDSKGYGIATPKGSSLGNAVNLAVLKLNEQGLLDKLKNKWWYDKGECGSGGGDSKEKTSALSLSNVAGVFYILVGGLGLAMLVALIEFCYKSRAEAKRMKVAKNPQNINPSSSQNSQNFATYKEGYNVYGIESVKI
AMPAR-TARP mod agonism max-min: also measured in AMPAR-TARP mod; calls as there; compound max-min signal; compound-alone response (agonism);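 unitless range of fluorescence divided by baseline over first 100 seconds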
AMPAR-TARP mod glutamate slope: recorded beside AMPAR-TARP mod, whose call it bears; glutamate slope, % of max; measured here: glutamate response slope, % max;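 scaled per plate between vehicle wells and maximal 1 mM glutamate control wells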
* marks the source's active call; other numbers are inactive results; i = inactive; + = active, no number; & = joins results of further samples.

The line under a structure holds: AMPAR-TARP mod glutamate slope, AMPAR-TARP mod, AMPAR-TARP mod agonism max-min
CCCOc1cn(-c2ccc(F)cc2)nc1C(=O)NCCCOC
→ 62.2, i, 0.186
C=CCn1c(SCC(=O)Nc2ccc(Br)cc2)nc2sc(C)c(C)c2c1=O
→ 64.0, i, 0.0749
CN(C)C(=O)N1CCN(C(=O)N(C)C)CC1
→ 50.9, i, 0.0368
O=C(Nc1ccc2c(c1)CN(C(=O)c1ccccc1)CC2)NC1CCCCC1
→ 55.1, i, 0.0828
O=C(/C=C/c1ccccc1Cl)NCc1n[nH]c(=O)c2ccccc12
→ 51.0, i, 0.125
CN1CCN(n2c3c(c(SCC(=O)Nc4ccc5c(c4)OCO5)nc2=O)CCC3)CC1
→ 42.3, i, 0.138
COc1ccc(CCNC(=O)C(=O)Nc2cc(C)on2)cc1OC
→ 73.8, i, 0.122
CCOc1ccccc1S(=O)(=O)N1CCC(OC)CC1
→ 74.8, i, 0.0711
O=C(Nc1ccc(F)c(F)c1F)c1ccc(=O)n(Cc2ccccc2Cl)c1
→ 58.3, i, 0.0566
COc1cccc(S(=O)(=O)Nc2ccc(C(=O)N3CCOCC3)cc2)c1
→ 38.8, i, 0.0838
Cc1nnsc1C(=O)N1CCC(CNC(=O)c2cnc3ccccc3n2)CC1
→ 29.7, i, 0.0648
COc1cccc(N2C(=O)C(Cc3ccc(Cl)c(Cl)c3)S/C2=C(/C#N)C(N)=O)c1 (centres undefined)
→ 60.9, i, 0.0777
c1cc(CSc2ccc(-c3ccc4c(c3)OCO4)nn2)ccn1
→ 53.9, i, 0.0447
O=C(Cc1csc(NC(=O)c2ccc(=O)[nH]c2)n1)NCCCc1ccccc1
→ 51.7, i, 0.0777
CCCN1C(=O)NC2(CCN(C(=O)c3cccs3)CC2)C1=O
→ 15.3, i, 0.0784
CC(C)Cc1nnc(NC(=O)C(Cl)Cl)s1
→ 62.9, i, 0.0458
O=C(CN1C(=O)CSC1=O)c1ccc(NC(=O)c2ccccc2)cc1
→ 37.9&95.8, i, 0.081&0.0505
Cc1ccc(NC(=O)CCSc2ccccc2)cc1N1CCCCC1=O
→ 45.6*, +, 0.0787*
COc1ccc(CC(=O)Nc2cccc3c2C(=O)NC3=O)cc1
→ 58.7, i, 0.0865
CC(C)(C)CC(C)(C)NC(=O)c1cc2ccccc2oc1=O
→ 49.3, i, 0.0763
COc1cc(C)c(C)cc1S(=O)(=O)Nc1ccc(C(=O)O)cc1
→ 48.9, i, 0.113
O=C(Nc1nnc(-c2cccs2)o1)c1ccc(Cl)cc1
→ 53.8, i, 0.111
O=S(=O)(NCC(O)c1ccsc1)c1ccccc1Cl (centres undefined)
→ 63.7, i, 0.0956
Cc1nnc(C2CCN(CC(=O)NCc3ccccc3Cl)CC2)s1
→ 64.6, i, 0.0778
O=C(Nc1ccc2c(c1)CCCN2C(=O)c1cccs1)C1CCCC1
→ 24.4, i, 0.0285
COc1ccc(Cl)cc1NC(=O)CCn1nc(C)cc1C
→ 63.6, i, 0.123
Cc1cc(C)cc(NC(=O)c2c(O)c3ccccc3[nH]c2=O)c1
→ 85.4, i, 0.0908
O=C(NCc1cccs1)C(=O)Nc1c2c(nn1-c1ccccc1)CS(=O)(=O)C2
→ 48.2, i, 0.0525
O=c1ccc2ccc(OCCOc3ccc4ccc(=O)oc4c3)cc2o1
→ 65.6, i, 0.128
CCOC(=O)C(CC)Sc1nc2c(c(=O)[nH]c(=O)n2C)n1C(C)C (centres undefined)
→ 57.8, i, 0.0722
Cn1c(=O)c2c(nc(SCC(=O)O)n2CC(O)COc2ccc(Cl)cc2)n(C)c1=O (centres undefined)
→ 57.5, i, 0.101
CCOc1ccc(NC(=O)Cn2cc(OC)c(=O)cc2CSc2nc(C)cs2)cc1
→ 49.4, i, 0.0317
O=C(Nc1cccc(N2CCCS2(=O)=O)c1)c1ccccc1Cl
→ 51.5, i, 0.0409
CCCCN1C(=O)c2cccc3c(NC(=O)CSc4ccc(OC)cc4)ccc1c23
→ 67.2, i, 0.0577
COC(=O)c1c(C)n(C)c2ccc(OC(=O)c3ccc(OC)c(OC)c3)cc12
→ 71.9, i, 0.169
COc1ccc(OC)c(S(=O)(=O)Nc2ccc3c(c2)CCCN3S(C)(=O)=O)c1
→ 73.1, i, 0.109
CCOc1cc(C2C(C#N)=C(N)Oc3n[nH]c(C)c32)ccc1OC(F)F (centres undefined)
→ 49.7, i, 0.0966
CCCC(=O)N(CCN1CCOCC1)c1nc2ccccc2s1
→ 55.4, i, 0.127
Cc1cccc(C)c1-n1nnc(C(=O)NCC2CCCO2)c1C (centres undefined)
→ 56.1, i, 0.0478
Cc1ccc(S(=O)(=O)NCc2cccnc2)c(C)c1N(C)S(=O)(=O)c1ccc(Cl)cc1
→ 24.3*, +, 0.121*
c1ccc(-n2ncc3c(Nc4ccc5c(c4)OCCO5)nnnc32)cc1
→ 58.7, i, 0.147
CC(=O)OCc1cc(-c2nn(C)c(=O)c3ccccc23)ccc1C
→ 37.9, i, 0.0419
CC1=C(C(=O)O)Sc2nc3ccccc3c(=O)n2N1
→ 74.9, i, 0.0828
CCOc1ccc(NC(=O)NC23CC4CC(CC(C4)C2)C3)cc1
→ 41.5, i, 0.0593
CCOc1ccccc1-n1nnc2c(=O)n(Cc3nc(-c4cccc(Cl)c4)no3)cnc21
→ 68.8, i, 0.081

Rewritten with each value named: part of the list above
smiles: O=C(Nc1cccc(N2CCCS2(=O)=O)c1)c1ccccc1Cl
  AMPAR-TARP mod glutamate slope = 51.5
  AMPAR-TARP mod = i
  AMPAR-TARP mod agonism max-min = 0.0409

smiles: CCCCN1C(=O)c2cccc3c(NC(=O)CSc4ccc(OC)cc4)ccc1c23
  AMPAR-TARP mod glutamate slope = 67.2
  AMPAR-TARP mod = i
  AMPAR-TARP mod agonism max-min = 0.0577

smiles: COC(=O)c1c(C)n(C)c2ccc(OC(=O)c3ccc(OC)c(OC)c3)cc12
  AMPAR-TARP mod glutamate slope = 71.9
  AMPAR-TARP mod = i
  AMPAR-TARP mod agonism max-min = 0.169

smiles: COc1ccc(OC)c(S(=O)(=O)Nc2ccc3c(c2)CCCN3S(C)(=O)=O)c1
  AMPAR-TARP mod glutamate slope = 73.1
  AMPAR-TARP mod = i
  AMPAR-TARP mod agonism max-min = 0.109

Additional entries.
The line under a structure holds: AMPAR-TARP mod glutamate slope, AMPAR-TARP mod, AMPAR-TARP mod agonism max-min
COc1ccccc1C(=O)NCC(O)c1sccc1C (centres undefined)
→ 51.5, i, 0.0652
Cc1cc(C)cc(-n2ccn(CC(=O)Nc3ccc(Br)cc3)c(=O)c2=O)c1
→ 45.2, i, 0.097
O=C(NCC(c1cccc2ccccc12)N1CCCC1)c1ccc(Br)o1 (centres undefined)
→ 49.7, i, 0.0655
COc1ccccc1/C=C/C(=O)c1cc(C)ccc1OC(=O)N1CCOCC1
→ 42.8, i, 0.0377
COc1cccc(CNC(=O)C(=O)NCC2CCN(C(=O)c3ccccc3F)CC2)c1
→ 52.3, i, 0.0754
COc1ccc(-c2ccc(N3CCN(C(=O)c4ccc(Cl)nc4)CC3)nn2)cc1
→ 50.2, i, 0.0844
COc1cccc(C(=O)Nc2nn(C)c3c2CC(C)C(=O)N3)c1OC (centres undefined)
→ 62.0, i, 0.0773
Cc1ccccc1CSc1nc2cc(C(=O)NC(C)C)ccc2c(=O)n1CC1CCCO1 (centres undefined)
→ 47.4, i, 0.0825
CCC(Sc1nc2ccccc2c(=O)n1NC(=O)Cc1ccccc1)C(=O)N1CCOCC1 (centres undefined)
→ 79.0, i, 0.0738
O=C(CCS(=O)(=O)c1ccccc1)NCC1CCN(C(=O)c2ccccc2F)CC1
→ 25.1, i, 0.0386
Cc1ccccc1OCC(=O)NCC(O)c1ccsc1 (centres undefined)
→ 65.4, i, 0.096
CN(Cc1ccco1)S(=O)(=O)c1ccc(C(=O)Nc2sc3c(c2C(N)=O)CCCC3)cc1
→ 53.1, i, 0.0648
CCOc1ccc(S(=O)(=O)NCC2CCN(C(C)C)CC2)cc1F
→ 38.6, i, 0.0506
O=C(C1CCCC1)N1CCc2ccc(NS(=O)(=O)c3ccccc3)cc21
→ 81.8, i, 0.0488
CCc1nc(SCC(=O)N(CC)CC)c(C#N)c2c1CCCC2
→ 71.7*, +, 0.293*
CC1CCN(C(=O)c2cc(NC(=O)c3c(F)cccc3Cl)c(=O)n(C)c2)CC1
→ 59.1, i, 0.0691
Cc1ccc(NC(=O)CCCn2nnc3ccccc3c2=O)nc1
→ 24.2, i, 0.0624
Cc1nc(N2CCN(C(=O)COc3ccccc3)CC2)cc(-n2ccnc2)n1
→ 66.4, i, 0.146
Cc1ccc2c(=O)c(-c3nc(-c4cccc(F)c4)no3)cn(CC(=O)NCc3cccs3)c2n1
→ 24.4, i, 0.034
O=C(CSCc1ccccc1)Nc1nc(-c2ccc3c(c2)OCO3)cs1
→ 45.0, i, 0.1
COc1ccc(Cl)cc1NC(=O)Cc1c(C)[nH]c(=O)[nH]c1=O
→ 76.1, i, 0.163
COc1cccc(OCC(O)CN2CC(C)OC(C)C2)c1 (centres undefined)
→ 53.2, i, 0.0462
O=C(NCc1ccccc1Cl)C(=O)NCC1CCN(C(=O)/C=C/c2ccco2)CC1
→ 62.8, i, 0.0993
O=C(Nc1sc2ccccc2c(=O)c1-c1cccs1)c1ccc([N+](=O)[O-])cc1
→ 75.3, i, 0.224
c1ccc(C2=NN(c3ccccc3)C(c3ccccc3)C2)cc1 (centres undefined)
→ 61.7, i, 0.0785
O=C(NCCOc1ccccc1)c1cc([N+](=O)[O-])ccc1Cl
→ 56.8, i, 0.0746
CCN(C(=O)C1CCN(c2ccc(-c3ccccc3OC)nn2)CC1)C1CCCCC1
→ 56.9*, +, 0.172*
CCNS(=O)(=O)c1cc(N(C)S(=O)(=O)c2ccc(C)cc2)c(C)cc1C
→ 54.8, i, 0.059
O=C1OC2CC1N(C(=O)c1ccsc1)C2 (centres undefined)
→ 57.5, i, 0.156
O=C(Nc1ccc2c(c1)CCCN2C(=O)c1cccs1)c1ccco1
→ 46.3, i, 0.0263
NC(=O)c1ccc(NC(=O)c2ccc(=O)n(Cc3cccc(C(F)(F)F)c3)c2)cc1
→ 57.1, i, 0.0603
O=S(=O)(Nc1ccc(N2CCCCS2(=O)=O)cc1)c1ccc(Cl)cc1
→ 69.7, i, 0.116
CC1Cc2ccccc2N1Cc1cc(=O)c(OCC(=O)NC(C)(C)C)co1 (centres undefined)
→ 42.4, i, 0.0486
COc1cc(/C=C2\SC(=S)N(c3cccc(O)c3)C2=O)ccc1O
→ 61.0, i, 0.073
CCN(CC)c1nc2c(c(=O)n(C)c(=O)n2C)n1CC(O)c1ccccc1 (centres undefined)
→ 50.4, i, 0.112
CC(C)S(=O)(=O)c1cccc(C(=O)Nc2nc(-c3ccccc3)cs2)c1
→ 34.3, i, 0.0394
CC(=O)Nc1ccc(Nc2cc(C)nc3c(-c4ccccc4Cl)c(C)nn23)cc1
→ 68.8, i, 0.107
COc1ccc(OC)c(NC(=O)C(=O)NCC2CCN(C3CCCC3)CC2)c1
→ 59.1, i, 0.0709
O=C(C1CCCC1)N1CCc2ccc(NS(=O)(=O)c3ccc(F)cc3F)cc21
→ 77.1, i, 0.0461
COC(=O)C1=C(C)N(C)C(=O)NC1c1ccccc1 (centres undefined)
→ 60.5, i, 0.12
COC(=O)c1ccc(NC(=O)CS(=O)(=O)c2cccs2)cc1
→ 53.5, i, 0.09
CN(C)C(CNC(=O)c1cccs1)c1cccc2ccccc12 (centres undefined)
→ 59.9, i, 0.0607
COCCCn1c(SCc2nc(-c3ccc(Cl)cc3)no2)nc2ccccc2c1=O
→ 70.8, i, 0.0501
CCOc1ccc(C(C)C)cc1S(=O)(=O)NCCn1nc(-c2ccc(OC)cc2)ccc1=O
→ 75.2, i, 0.176
CS(=O)(=O)c1ccc(Nc2nc(CC(=O)Nc3ccc(F)c(Cl)c3)cs2)cc1
→ 52.8, i, 0.125
CCOc1ccc(-n2nnc3c(N4CCN(C(=O)C(C)C)CC4)ncnc32)cc1
→ 60.4, i, 0.0769
CCSc1ccc(CC(=O)Nc2nc(-c3ccccc3)c(C(C)=O)s2)cc1
→ 52.5, i, 0.109
Cc1cc(S(=O)(=O)NCCn2nc(-c3ccc(F)cc3)ccc2=O)ccc1F
→ 55.6, i, 0.0676
O=C(NCC1CCN(C(=O)/C=C/c2ccco2)CC1)Nc1cccc(Cl)c1
→ 27.3, i, 0.0718
COCCCNc1oc(-c2ccco2)nc1S(=O)(=O)c1ccc(F)cc1
→ 53.2, i, 0.118
Cc1ccc2c(=O)c(C(=O)Nc3ccccc3)cn(CC(=O)Nc3ccccc3Cl)c2n1
→ 58.0, i, 0.107
Cc1ccccc1CN(c1ccc(F)cc1)S(=O)(=O)c1ccc2nncn2c1
→ 68.8, i, 0.0838
Cc1cc(N2CCCC2)n2ncc(-c3ccccc3Cl)c2n1
→ 57.9, i, 0.132
O=C1NC2=C(C(=O)N(CC3CCCO3)C2)C(c2ccccc2F)N1 (centres undefined)
→ 54.1, i, 0.0408
O=C(NCc1cccs1)C1COCC(=O)N1Cc1ccccc1 (centres undefined)
→ 59.8, i, 0.0723
O=C(c1cnn(-c2ccccc2)n1)N1CCC(Cn2cnc3ccccc32)CC1
→ 90.3, i, 0.0968
O=C(c1cccc(-n2cnnn2)c1)N1CCN(c2ccc(-c3cccs3)nn2)CC1
→ 27.2, i, 0.0256
CC(C)CNC(=O)C(=O)c1cn(CC(=O)N2CCOCC2)c2ccccc12
→ 52.4, i, 0.11
C=C(C)Cn1c(=O)c2c(nc3n2CCCN3c2ccccc2OC)n(C)c1=O
→ 64.4, i, 0.0746
Cc1c(C)n2c3c(=O)n(CC(N)=O)c(=O)n(C)c3nc2n1-c1ccccc1
→ 60.8, i, 0.127
Cc1ccc(-c2cc(C(F)F)n3ncc(C(=O)N4CC(C)OC(C)C4)c3n2)cc1 (centres undefined)
→ 58.1, i, 0.0331

Compound activity deposited in PubChem by Vanderbilt High Throughput Screening Facility.

Only part of the results is shown (hit frequency here may not be typical).
